Compound activity as filed in PubChem.
NPC1 prom act: qHTS Assay for NPC1 Promoter Activators | Potency, µM (highest dose often 9.22 µM), without a hit: at the highest dose activation, usual class: activators | 2.4% of 320,000 active | Huh7 NPC1 promoter luciferase reporter, 24 h | AID 485313, 2010;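 further: potency means the concentration at half of the fitted maximal effect; % of control where 0% means no effect; nearly all actives have a fitted effect of over 60% in size; reporter is driven by a mutant NPC1 promoter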
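Huh7 cells stably carrying NPC1 promoter–luciferase, plated in Opti-MEM with 10% FBS for 2 h, were exposed to compound in DMSO for 24 h at 37 °C; luciferase reagent was added for 10 min and luminescence read.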
RORg inh: qHTS for inhibitors of ROR gamma transcriptional activity | Nuclear receptor ROR-gamma (Mus musculus), P51450 | Drosophila S2 Gal4-RORgamma UAS-luciferase reporter, 20 h | Potency, µM (highest dose often 53.6 µM), for inactives: at the highest dose activity change, negative = inhibition, usual class: inhibitors | 5.4% of 310,000 active | AID 2551, 2010; further: potency means the concentration at half of the fitted maximal effect; on the % scale 0 is the no-effect control and ±100 the full control effect; nearly all actives have a fitted effect of over 60% in size
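Drosophila Schneider cells stably carrying a metallothionein-driven Gal4 DBD–ROR gamma fusion and a UAS-Photinus luciferase reporter were exposed to compound for 1 hr, then induced with copper sulfate (700 uM final) for 20 hr at ambient temperature before luminescence reading.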
Tb PFK inh: qHTS Assay to Find Inhibitors of T. brucei phosphofructokinase; ATP-dependent 6-phosphofructokinase (Trypanosoma brucei brucei), O15648; T. brucei PFK, ADP-Glo luminescence; Potency, µM (series often up to 57.5 µM), without a hit: top-dose activity, negative = inhibition, most hits filed as inhibitors; 0.17% of 330,000 active; AID 485367, 2010;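 further: potency means the concentration at half of the fitted maximal effect; 0% = uninhibited 1x PFK enzyme wells and -100% = no-enzyme wells; nearly all actives have a fitted effect of over 60% in size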
Target sequence (O15648 whole entry, looked up): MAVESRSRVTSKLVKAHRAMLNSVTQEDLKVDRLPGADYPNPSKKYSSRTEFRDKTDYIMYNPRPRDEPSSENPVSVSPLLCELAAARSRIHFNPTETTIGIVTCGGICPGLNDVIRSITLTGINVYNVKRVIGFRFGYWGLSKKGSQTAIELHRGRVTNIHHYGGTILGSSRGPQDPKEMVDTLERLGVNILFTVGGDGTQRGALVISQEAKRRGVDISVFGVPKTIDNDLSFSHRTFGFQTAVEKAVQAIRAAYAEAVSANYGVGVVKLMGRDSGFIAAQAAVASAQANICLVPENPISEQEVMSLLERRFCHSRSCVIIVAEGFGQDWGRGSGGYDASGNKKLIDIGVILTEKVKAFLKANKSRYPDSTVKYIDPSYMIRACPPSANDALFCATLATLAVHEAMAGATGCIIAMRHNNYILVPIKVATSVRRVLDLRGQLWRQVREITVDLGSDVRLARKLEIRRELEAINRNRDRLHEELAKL
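Compounds were pin-transferred as a titration series up to 57 uM into substrate buffer (0.5 mM F6P, 0.1 mM ATP, pH 8.0), then 1.25 nM PFK was added and reactions ran 45 min before ADP-Glo detection.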
FBPA coupling cs: qHTS Assay for Inhibitors of Fructose-1,6-bisphosphate Aldolase from Giardia Lamblia: Coupling assay counterscreen; coupling enzyme system counterscreen, AmpLite Red fluorescence; activity change, negative = inhibition, % at 58.2 µM, hits read low; 0.67% of 290,000 active; AID 2472, 2010; in the data active means activity change below about -30%; further: on the % scale 0 is the no-effect control and ±100 the full control effect
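Activity here indicates interference with the coupling reaction, not aldolase inhibition. Compounds at 57.5 uM final met coupling enzymes for 10 min at RT; substrate and AmpLite Red detection followed, with a 525/598 nm fluorescence read after 20 min.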
KCNH2 3.1 inh: qHTS for Inhibitors of KCHN2 3.1: Mutant qHTS | Potassium voltage-gated channel subfamily H member 2, brain isoform KCNH2 3.1 (human) | activity change, % (tested at about 1.8 µM) | 0.95% of 340,000 active | U2OS KCNH2 3.1, thallium flux FluxOr; active compounds read low;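 active means maximum activity change below -70%; inconclusive means maximum activity change from -70% to -50%; inactive means maximum activity change above -50%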;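 further: thallium influx rate constant from kinetic fluorescence after stimulation buffer; on the % scale 0 is the no-effect control and ±100 the full control effect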
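FluxOr-based Tl+ influx in U2OS cells transduced with KCNH2 3.1 virus; rate constants normalized to DMSO controls.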
Gal4-VP16 FLuc: VP16 counterscreen qHTS for inhibitors of ROR gamma transcriptional activity | AID 2546, 2010 | Potency, µM (titrated, usually from 53.6 µM), for inactives: at the top dose activity, negative = inhibition, usual class: inhibitors | 3.5% of 310,000 active | Drosophila S2 Gal4-VP16 UAS-luciferase, luminescence, 20 h;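 further: Gal4-VP16 expression switched on by copper sulfate through the metallothionein promoter; potency means the concentration at half of the fitted maximal effect; on the % scale 0 is the no-effect control and ±100 the full control effect; nearly all actives have a fitted effect of over 50% in size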
Giardia killer: Small Molecules that selectively kill Giardia lamblia: qHTS; Giardia lamblia trophozoite viability; activity change, % at 7.66 µM, hits read low; 0.15% of 340,000 active; AID 540267, 2011; in the data active means activity change below about -80%; inconclusive means between about -30% and that limit;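 further: parasites exposed to compound for two days anaerobically before the ATP read; on the % scale 0 is the no-effect control and ±100 the full control effect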
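Each well holds 100 Giardia trophozoites and compound. After two days (48 hrs) at 37 deg C in anaerobic conditions, ATP is quantified by luminescence.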
Rab9 promoter act: qHTS Assay for Rab9 Promoter Activators; Huh7 Rab9 promoter-luciferase reporter, luminescence, 24 h; Potency, µM (series often up to 9.22 µM), inactives show at the highest dose activation, negative = inhibition, usual class: activators; 2.8% of 320,000 active; AID 485297, 2010; further: potency means the concentration at half of the fitted maximal effect; % of control where 0% means no effect; nearly all actives have a fitted effect of over 60% in size
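Promoter activation is measured as luciferase luminescence in Huh7 cells stably transfected with a Rab9 promoter–luciferase construct, following 24 h compound exposure at 37 °C and 10 min reagent incubation at ambient temperature.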
FLuc modulator: qHTS profiling assay for firefly luciferase inhibitor/activator using purifed enzyme and Km concentrations of substrates (counterscreen for miR-21 project); 6.9% of 360,000 active; Potency, µM (top dose mostly 57.5 µM), for the others: top-dose activity change, negative = inhibition, most hits filed as inhibitors; purified FLuc, Km substrates, luminescence inhibition; Luciferin 4-monooxygenase (Photinus pyralis), P08659;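 further: potency means the concentration at half of the fitted maximal effect; plate controls were vehicle for no effect and reference inhibitor for full effect; nearly all actives have a fitted effect of over 55% in size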
Target sequence (P08659 whole entry, looked up): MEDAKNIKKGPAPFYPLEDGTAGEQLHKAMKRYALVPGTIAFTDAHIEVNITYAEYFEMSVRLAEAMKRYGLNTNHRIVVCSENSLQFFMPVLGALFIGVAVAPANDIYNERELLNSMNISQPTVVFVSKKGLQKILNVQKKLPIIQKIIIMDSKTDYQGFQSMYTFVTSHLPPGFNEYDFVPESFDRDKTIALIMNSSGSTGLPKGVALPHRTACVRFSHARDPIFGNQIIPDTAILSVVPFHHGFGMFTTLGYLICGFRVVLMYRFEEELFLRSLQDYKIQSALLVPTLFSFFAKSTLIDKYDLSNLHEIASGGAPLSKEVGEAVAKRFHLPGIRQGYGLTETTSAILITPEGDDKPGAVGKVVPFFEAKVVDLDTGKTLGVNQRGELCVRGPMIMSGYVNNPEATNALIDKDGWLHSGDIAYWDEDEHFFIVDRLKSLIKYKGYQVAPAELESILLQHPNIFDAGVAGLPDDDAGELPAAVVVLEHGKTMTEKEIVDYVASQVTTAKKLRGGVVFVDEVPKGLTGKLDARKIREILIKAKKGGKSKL
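Purified P. pyralis luciferase (10nM final) with 10uM D-luciferin and 10uM ATP (Km levels) in 50mM Tris acetate pH 7.5, 10mM Mg acetate, 0.01% Tween-20, 0.05% BSA; qHTS 6-point titration, ~60 µM downward; luminescence read.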
uPA surface inh: qHTS for Inhibitors of Cell Surface uPA Generation; cell surface uPA generation assay, qHTS; Potency, µM (titrated, usually from 38.3 µM), for inactives: at the highest dose activity change, negative = inhibition, usual class: inhibitors; 0.31% of 330,000 active; AID 540303, 2011; active means well fitted inhibition curve with a large enough effect; inconclusive means small, poorly fitted or top-dose-only effect; inactive means no such curve, though single readings can be large or run the other way; tested in mouse RAW 264.7 cells; further: potency means the concentration at half of the fitted maximal effect; on the % scale 0 is the no-effect control and ±100 the full control effect; nearly all actives have a fitted effect of over 55% in size
ELG1 genotox: qHTS screen for small molecules that induce genotoxicity in human embryonic kidney (HEK293T) cells expressing luciferase-tagged ELG1 | HEK293T ELG1-luciferase reporter, luminescence, 16 h | Potency, µM (doses to about 46 µM), inactives show at the highest dose activity change, positive = activation, most hits filed as activators | 1.3% of 330,000 active; further: potency means the concentration at half of the fitted maximal effect; % of control where 0% means no effect; nearly all actives have a fitted effect of over 60% in size
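Genotoxic stress is detected as increased luminescence from luciferase-tagged ELG1 in HEK293T cells, measured with ONE-Glo after a 16 hr treatment at 37 °C.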
Numbers without * were called inactive; ? = inconclusive; / = not tested or not shown; [ ] = another dose, or the depositor's remark. Unless noted, the call rests on the fitted dose curve; in most records, active means well fitted curve in the direction sought with a large enough effect; inconclusive means small, poorly fitted or top-dose-only effect, or another doubt; inactive means no such curve, though single readings can be large; an effect the other way counts as inactive or inconclusive.

Structure,NPC1 prom act,RORg inh,Tb PFK inh,FBPA coupling cs,KCNH2 3.1 inh,Gal4-VP16 FLuc,Giardia killer,Rab9 promoter act,FLuc modulator,uPA surface inh,ELG1 genotox
O=C1CNC(=O)/C1=C/c1ccc(Br)cc1,1%,9%,0%,5,-4,5%,-17,-5%,-15%,1%,0%
CCCC1CC(C)(C(=O)CSc2n[nH]c(-c3ccccc3)n2)OC1=O (stereo unspecified),-1%,?,0%,1,-9,3%,-1,2%,0%,-4%,-5%
O=c1[nH]c(CCl)nc2cc(-c3ccc(F)cc3)sc12,0%,13µM*,-9%,-3,-20,?,?,-43%[inhibitor],0.3µM*,-18%,?
CCc1ccc2c(CC(=O)Nc3nnc(C4CC4)s3)coc2c1,-1%,?,3%[0.46 µM],2,-2,?,3,2%,0%,10%,3%
CC(=O)C1=C(C)OC(N)=C(C#N)C1c1cc([N+](=O)[O-])ccc1Cl (stereo unspecified),-5%,-10%,-10%,-5,-16,-9%,-5,-2%,0%,-5%,7%
O=C(Nc1cccc(O)c1)c1cnn2cccnc12,?,?,3%,-6,/,-4%,11,?,?,/,?
Cn1c(/C=C/c2cccc(Br)c2)nc2ccccc2c1=O,28%,-19%,11%,-1,10,8%,-9,-5%[1.84 µM],15µM*,-14%,1%
Cc1ccc(S(=O)(=O)NC(=O)NCC2CCN(S(=O)(=O)c3ccccc3)CC2)cc1,11%,15%,-28%,4,0,-6%,36[activator],-6%,3%,3%,-1%
O=C(CSc1c[nH]c2ccccc12)NC1CCCC1,0%,0%,-6%,0,-11,5%,-13,19%,6%,6%,-7%
C[C@H]1CCC[C@]2(C)C[C@H]3OC(=O)C(CN4CCCCCC4)[C@H]3C=C12 (stereo partly specified),-8%,?,-1%,1,14,-23%,13,0%,0%,?,5%
Cc1ccc(S(=O)(=O)N(CC(=O)c2ccccc2)C(=O)N2CCN(C)CC2)cc1,4%,/,-1%,/,-4,/,?,0%,-9%,-30%,?
O=C(CCCC(=O)NCC1CCCO1)NCC1CCCO1 (stereo unspecified),0%,2%,0%,0,6,0%,5,0%,15%,5%,-1%
CC(=O)N1CCN(C(=O)CCN(c2ccccc2)S(=O)(=O)c2ccc(C)cc2)CC1,1%,/,-1%,/,30,/,-7,2%,1%,4%,-2%
CC(C)(C)C(=O)NC(=S)Nc1cccc(C(=O)O)c1,2.8µM*,-29%,-9%,3,7,-10%,3,0.79µM*,19µM*,5%,?
C=C(C)CSc1nnc(-c2ccc(OC)c(OC)c2)n1N,4%,1%,0%,-1,1,-3%,-14,-6%,-2%,-1%,2%
CCOC(=O)c1c(C)n(C)c2c(C)cc(O)c(OC(=O)CC)c12,-2%,-4%,0%,4,-4,0%,-4,0%,2%,1%,-1%
CCCCn1c(=N)c(S(=O)(=O)c2ccc(Br)cc2)cc2c(=O)n3cccc(C)c3nc21,-6%,-13%,12%,1,10,-1%,-7,-5%,3%,1%,2%
Cc1ccc(N2CC(C(=O)OCC(=O)c3ccc(F)cc3)CC2=O)cc1 (stereo unspecified),-7%,-1%,-1%,2,6,1%,4,0%,-2%,1%,-6%
CCOC(=O)c1nn(-c2ccc3c(c2)OCCO3)cc1O,2.8µM*,-39%,-3%,-3,2,?,?,2.8µM*,3µM*,-17%,8.2µM*
CCOC(=O)c1cn(CC)c2cc(F)c(F)cc2c1=O,-1%,-21%,2%,2,7,6%,-3,-2%,5%,3%,4%
COc1ccc(OC)c(NC(=O)CSc2nnc(NC(=O)c3ccco3)s2)c1,8%,17%,-5%,/,2,-12%,2,11%,27µM*,-9%,-3%
O=C(Nc1ccc(OC(F)(F)F)cc1)NC1CCC(Oc2ccc(C(=O)O)cc2)CC1 (stereo unspecified),0%,/,2%,/,16,/,?,0%,?,6%,5%
CCOC(=O)C1=C(N)Oc2cc(O)ccc2C1c1cccc([N+](=O)[O-])c1 (stereo unspecified),-12%,-4%,-7%,-1,-4,-4%,7,-11%,?,-9%,-2%
CCN(CC)CCSc1nnc2c3cc(C)ccc3n(Cc3ccccc3)c2n1,0%,-18%,-1%,7,-19,-6%,6,1%,-3%,2%,-8%
CCn1c(COc2ccccc2)nnc1SCC(=O)NCc1ccco1,-1%,2%,-4%,4,-17,-3%,8,-6%,-10%,2%,0%
CC(=O)N(C)c1ccc(NC(=O)C(F)(F)F)cc1,2%,4%,1%,-2,-2,0%,-23,-2%,0%,-3%,2%
Cn1ncc2c(Nc3ccc(O)cc3)nc(Cl)nc21,2%,6%,0%,0,15,0%,0,-2%[1.84 µM],-3%,1%,14%
COc1ccc(OCC(=O)N/N=C(\C)c2cc3ccccc3o2)cc1,17%,-9%,3%,-1,-13,-1%,-6,15%,1.5µM*,?,16%
CCc1ccccc1-n1c(SCC(=O)c2c(N)n(C3CC3)c(=O)[nH]c2=O)nnc1N1CCOCC1,-4%,/,1%,/,3,/,-4,-5%,/,7%,-4%
CN1CCN(C(=O)c2cc(-c3ccccc3)on2)CC1,?,-9%,-11%,-1,0,10%,-14,?,?,-5%,17%
COc1ccc(CNC(=O)C(C)N(Cc2ccccc2OC)C(=O)c2snc(C(N)=O)c2N)cc1 (stereo unspecified),-1%,10µM*,4%,1,10,24%,-1,1%,-2%,3%,-26%
Cn1c(C(=O)NCCN2CCOCC2)cc2c(=O)n3ccccc3nc21,1%,13%,0%,/,-15,-13%,1,5%,-1%,18%,11%
CNc1nc(OCCNC(=O)Nc2ccccc2)nc(N2CCOCC2)n1,-4%,19%,0%,1,-15,-3%,19,9%,11%,/,8%
CC[C@H](C)[C@@H](C(=O)NCCCCCCCCCCC(=O)N1CCN(C(=O)OC(C)(C)C)CC1)n1cc(CCCCCNC(=O)OC(C)(C)C)nn1,-27%,/,0%,/,25,/,5,-22%,1%,-10%,-3%
CC(NC(=O)Cn1cc(C(F)(F)F)ccc1=O)c1ccc(F)cc1 (stereo unspecified),-1%,15%,1%,0,2,-8%,-1,0%,2%,5%,3%
CCCc1nc2cc3c(cc2[nH]1)n(C)c(=O)n3C,0%,-20%,-2%,-6,3,2%,15,1%,-16%,-4%,9%
Cn1cc(/C=C(\NC(=O)c2ccccc2)C(=O)NCCCN2CCOCC2)c2ccccc21,15%,-6%,1%,/,0,-5%,-4,12%,-1%,1%,3%
NNC(=O)c1ccc(COc2ccc3ccccc3c2)o1,?,-21%,1%,-1,10,1%,-20,?,?,-14%,7%
CCOc1ccc(S(=O)(=O)N2CCCCC2)cc1NC(=O)CN1C(=O)NC(C)(C2CC2)C1=O (stereo unspecified),0%,/,12%,/,16,/,-14,2%,/,-2%,-3%
Cc1cccc(C)c1OCC(O)Cn1nnc2ccccc21 (stereo unspecified),-1%,18%,-1%,1,-8,12%,4,12%,-16%,-6%,-1%
Cc1ccc2c(c1)N(CC(=O)NC1CCCCC1)C(=O)c1cccnc1O2,-1%,11%,1%,3,1,8%,-10,3%,1%,13%,2%
CC(=O)Nc1nc2c(c3c1c(=O)oc1ccccc13)CC(C)CC2 (stereo unspecified),-2%,-15%,1%,-1,/,-11%,/,-2%,1%,/,-2%
O=C(NNC(=O)c1ccncc1)NC1CCCCC1,1%,-10%,-8%,2,-5,5%,33[activator],-3%,1%,-10%,0%
CC1CCC2(CC1)NC(=O)N(CC(=O)N1CC(C)CC(C)C1)C2=O (stereo unspecified),/,/,1%,/,9,/,-9,/,/,5%,1%
CN1CCN(c2ccc(CNS(=O)(=O)c3cccc(F)c3)cc2)CC1,-6%,-4%,1%,3,30,-1%,-5,-1%,-3%,2%,-4%
COC(=O)c1sccc1NC(=O)c1cccc(OC)c1,10%,-10%,-1%,0,4,?,-6,0%,?,-5%,1%
Cc1ccc(/C(O)=C2/C(=O)C(=O)N(Cc3cccnc3)C2c2ccccn2)cc1 (stereo unspecified),1%,18%,-3%,3,-8,3%,3,-3%,1%,0%,-1%
O=C(c1cccs1)N1CCN(C(=O)c2cn(-c3ccccc3)nc2-c2ccccc2)CC1,/,/,-6%,/,-172*,/,-5,/,/,-11%,0%
